HIF-2a inh: inhibitors of HIF-2a; 786-0 RCC cells HIF-2a reporter, luciferase luminescence, overnight; inhibition, % at 18.8 µM; actives 0.72% (n = 360,000);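 active means inhibition of the luminescence signal of 40% or more relative to plate controls, in a single-dose primary screen at 18.75 µM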
CF NFkB block: cystic fibrosis NF-kB activation inhibition; actives 0.86% (n = 360,000); inhibition, % at 5 µM; KKLEB NF-kB-GFP reporter, PAF-induced, GFP fluorescence overnight;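 active means at least 50% inhibition at 5 µM, scaled per plate between neutral and stimulator controls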;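 further: PAF is a Pseudomonas aeruginosa culture filtrate used as stimulus; plate controls were PAF-stimulated DMSO wells for no effect and unstimulated DMSO wells for full effect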
NR2E3 ag-1: human photoreceptor-specific nuclear receptor agonism | inhibition of corepressor binding, % at 3.98 µM | Q9Y5X4 | CHO-S Gal4-NCOR/VP16-NR2E3 two-hybrid, luciferase | actives 0.35% (n = 360,000) | AID 602229;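 active means inhibition above the mean of all tested compounds plus 3 SD, cut at about 70% in these data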;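 further: 0% = DMSO with NR2E3 transfected cells and 100% = cells lacking NR2E3 construct; higher means lower luciferase signal from less NR2E3 corepressor binding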
Target sequence (Q9Y5X4 whole entry, looked up, the tested form may be a part): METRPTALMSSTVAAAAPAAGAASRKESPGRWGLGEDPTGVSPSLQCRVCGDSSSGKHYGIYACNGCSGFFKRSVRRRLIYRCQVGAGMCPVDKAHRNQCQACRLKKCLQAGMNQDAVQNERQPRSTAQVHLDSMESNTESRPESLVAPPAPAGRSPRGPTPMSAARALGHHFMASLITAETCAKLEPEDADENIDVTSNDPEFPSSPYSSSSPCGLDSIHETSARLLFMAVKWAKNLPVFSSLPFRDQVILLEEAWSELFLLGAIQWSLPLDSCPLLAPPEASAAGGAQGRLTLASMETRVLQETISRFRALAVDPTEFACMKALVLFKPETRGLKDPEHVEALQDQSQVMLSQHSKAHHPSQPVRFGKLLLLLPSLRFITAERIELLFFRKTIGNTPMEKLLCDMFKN
PDI inh: inhibitors of human protein disulfide isomerase | actives 0.052% (n = 350,000) | PDI insulin aggregation turbidity, A650, 90 min | inhibition, % at 10 µM | AID 588391 | P07237;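 active means mean inhibition across replicates of 30% or more, whatever share of single replicates reach that level; inconclusive means mean inhibition below 30% while every single replicate reaches 30%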;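 further: absorbance from insulin aggregation driven by PDI reduction with DTT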
Target sequence (P07237 whole entry, looked up): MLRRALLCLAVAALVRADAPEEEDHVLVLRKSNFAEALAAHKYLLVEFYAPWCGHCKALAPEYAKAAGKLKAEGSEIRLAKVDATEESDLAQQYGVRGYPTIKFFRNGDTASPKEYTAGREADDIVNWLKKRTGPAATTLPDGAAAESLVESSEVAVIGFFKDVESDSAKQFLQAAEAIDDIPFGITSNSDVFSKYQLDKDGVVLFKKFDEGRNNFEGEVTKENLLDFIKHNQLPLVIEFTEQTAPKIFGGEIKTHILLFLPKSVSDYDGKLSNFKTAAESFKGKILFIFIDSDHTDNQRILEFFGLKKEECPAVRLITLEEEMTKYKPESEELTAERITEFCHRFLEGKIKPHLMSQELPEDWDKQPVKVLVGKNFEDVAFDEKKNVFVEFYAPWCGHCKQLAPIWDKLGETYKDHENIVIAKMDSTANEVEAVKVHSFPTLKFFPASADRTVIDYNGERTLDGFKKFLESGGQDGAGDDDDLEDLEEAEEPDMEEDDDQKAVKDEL
KKLEB tox: CF airway cell cytotoxicity counter-screen; activity change (cytotoxicity), % at 5 µM; KKLEB CF airway cells viability, ATPlite luminescence, overnight; hits give low values; cells stimulated with P. aeruginosa culture filtrate; AID 602141; actives 0.36% (n = 360,000);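 active means corrected activity change at or below -50% at 5 µM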
MITF TRPM1 inh: MITF TRPM1 promoter inhibition in SK-MEL-5 cells; SK-MEL-5 TRPM1 promoter luciferase, 24 h; inhibition, % at 12.5 µM; actives 0.83% (n = 330,000);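 active means mean inhibition across replicates of 60% or more, whatever share of single replicates reaches that level; inconclusive means some that reach 60%, reason not given; inactive means mean inhibition across replicates below 60%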; further: values of inactives mirror those of a sister screen read the other way
Peg3 prom inh: reduces Peg3 promoter-driven luciferase expression in HeLa | HeLa PEG-Prom luciferase reporter, luminescence, overnight | inhibition, % at 20 µM | actives 1.7% (n = 360,000) | AID 588405;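 active means inhibition of at least 50% at 20 µM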
CaV13 ICDI inh: Primary screen for inhibitors of IQ motif and Ca2+-dependent inactivation inhibitor domain binding in CACNA1D, Förster resonance energy transfer in living cells, …; HEK cells, CFP/YFP FRET ICDI-IQ, plate reader, 10 min; percent FRET-ratio fall versus neutral wells; inhibition, % at 12.3 µM; actives 0.098% (n = 340,000);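 active means mean replicate inhibition of at least 30% and at least 1% of replicates passing that level; inconclusive means only one of the two criteria is met; inactive means neither criterion is met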;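 further: 0% = median of the neutral control wells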
Shn3 inh set2: reduces Shn3 3'UTR luciferase signal in osteoblasts; actives 0.52% (n = 360,000); AID 588674; Clone20 osteoblast Shn3 3'UTR firefly luciferase, 24 h; inhibition, % at 12.5 µM;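 active means mean inhibition of at least 75% with every replicate also reaching 75%; inconclusive means mean inhibition at least 75% but some replicate below; inactive means mean inhibition below 75%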;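 further: 0% = median of neutral control wells and 100% = pilot-screen positive control compound; some compounds past the cut are filed as inactive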
NR2E3 ag-2: NR2E3 (human) agonism | Q9Y5X4 | GST-NR2E3/biotin-RetCOR TR-FRET, 1536-well | inhibition of corepressor binding, % at 4.78 µM | actives 0.12% (n = 320,000) | AID 2300;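 active means percent inhibition above the cutoff of mean plus 3 SD of all tested compounds, set per screening campaign, cut at about 20% in these data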;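 further: 0% = DMSO wells and 100% = biotin wells as full block of FRET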
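Assay system: NR2E3–RetCOR corepressor complex. Quantity: 1.35 nM GST-NR2E3. Buffer or medium: pH 7.5 Tris-based buffer. Reagent: biotinylated RetCOR corepressor at 7 nM final. Schedule: 5 h at 4 °C. Detection: TR-FRET, emission read at 617 and 671 nm. Replicates: one well per compound, singlicate testing.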
Vif imaging: inhibitors of HIV Vif; inhibition, % at 7.49 µM; HEK293T cells, Vif self-association by quenched fluorescence, imaging, 24 h; actives 0.35% (n = 340,000); AID 602346; in the data active means inhibition above about 50%, passing the limit was not always enough; inconclusive means no clear call, values can overlap the other calls; inactive means below about 31%; further: some results filed as inactive read as strong as hits
Active calls of the source: *.

Cc1ccc(C(=O)N/N=C\c2ccc(Br)o2)o1 was read as HIF-2a inh -35, CF NFkB block 1, NR2E3 ag-1 -14, PDI inh -9, KKLEB tox 1, MITF TRPM1 inh -19, Peg3 prom inh -28, CaV13 ICDI inh -9, Shn3 inh set2 29, NR2E3 ag-2 -1 and Vif imaging 0.
COc1ccc(NC(=O)c2cc3nc(-c4ccccc4)cc(C)n3n2)cc1OC was read as HIF-2a inh 11, CF NFkB block 10, NR2E3 ag-1 -22, PDI inh 1, KKLEB tox -13, MITF TRPM1 inh -4, Peg3 prom inh 8, CaV13 ICDI inh -17, Shn3 inh set2 -3, NR2E3 ag-2 -3 and Vif imaging 9.
For CCCCC(=O)Nc1nnc(/C=C/c2ccc(OC)cc2)s1 the results were HIF-2a inh 3, CF NFkB block 7, NR2E3 ag-1 3, PDI inh -1, KKLEB tox 5, MITF TRPM1 inh 2, Peg3 prom inh 13, Shn3 inh set2 -15, NR2E3 ag-2 7 and Vif imaging inconclusive.
For Cc1coc2cc3oc(=O)c4c(c3cc12)CCCC4 the results were HIF-2a inh -38, CF NFkB block -9, NR2E3 ag-1 -12, PDI inh 14, KKLEB tox 8, MITF TRPM1 inh -1, Peg3 prom inh -25, CaV13 ICDI inh -7, Shn3 inh set2 11, NR2E3 ag-2 -2 and Vif imaging -2.
`CN(C(=O)c1cccc(NC(=O)Cc2ccc(NC(=O)C3CCCN(C(=O)C4CCCCC4)C3)cc2)c1)C1CCC1` (configuration not stated) gave HIF-2a inh 9, CF NFkB block 8, NR2E3 ag-1 9, PDI inh -7, KKLEB tox 2, MITF TRPM1 inh 18, Peg3 prom inh -2, CaV13 ICDI inh -5, Shn3 inh set2 16 and Vif imaging 4.
Cc1ccc2c(c1)-c1c(ssc1=S)C(C)(C)N2C(=O)CSC1=NCCS1 was read as HIF-2a inh 12, CF NFkB block 8, NR2E3 ag-1 -6, PDI inh -14, KKLEB tox -10, MITF TRPM1 inh 9, Peg3 prom inh 40, CaV13 ICDI inh -7, Shn3 inh set2 9 and NR2E3 ag-2 4.
Screening CC(C)CNC(=O)CN(C1CCCCC1)S(=O)(=O)c1ccccc1 returned HIF-2a inh 17, CF NFkB block -6, NR2E3 ag-1 15, PDI inh -4, KKLEB tox 12, MITF TRPM1 inh -9, Peg3 prom inh 13, Shn3 inh set2 15 and NR2E3 ag-2 3.
For COc1ccc(CCC2(C)NC(=O)NC2=O)cc1 (configuration not stated) the results were HIF-2a inh 6, CF NFkB block -1, NR2E3 ag-1 -32, PDI inh -6, KKLEB tox 8, MITF TRPM1 inh 4, Peg3 prom inh -3, CaV13 ICDI inh -8, Shn3 inh set2 -7 and NR2E3 ag-2 3.
Cc1ccc[n+](-c2[nH]c(=O)sc2/C=N/N=C(\[O-])c2cccnc2)c1 was read as HIF-2a inh 9, CF NFkB block 3, NR2E3 ag-1 -9, PDI inh -4, KKLEB tox -5, MITF TRPM1 inh 4, Peg3 prom inh 3, CaV13 ICDI inh -4, Shn3 inh set2 -16, NR2E3 ag-2 1 and Vif imaging 2.
Screening CCCNc1cc(C)oc(=O)c1C(=O)CCC returned HIF-2a inh 15, CF NFkB block -5, NR2E3 ag-1 -15, PDI inh 8, KKLEB tox -8, MITF TRPM1 inh -7, Peg3 prom inh 9, Shn3 inh set2 -2, NR2E3 ag-2 3 and Vif imaging 3.

4 compounds picked at random from the list so far, as already listed:
For COc1ccc(CCC2(C)NC(=O)NC2=O)cc1 (configuration not stated) the results were HIF-2a inh 6, CF NFkB block -1, NR2E3 ag-1 -32, PDI inh -6, KKLEB tox 8, MITF TRPM1 inh 4, Peg3 prom inh -3, CaV13 ICDI inh -8, Shn3 inh set2 -7 and NR2E3 ag-2 3.
Cc1ccc2c(c1)-c1c(ssc1=S)C(C)(C)N2C(=O)CSC1=NCCS1 was read as HIF-2a inh 12, CF NFkB block 8, NR2E3 ag-1 -6, PDI inh -14, KKLEB tox -10, MITF TRPM1 inh 9, Peg3 prom inh 40, CaV13 ICDI inh -7, Shn3 inh set2 9 and NR2E3 ag-2 4.
`CN(C(=O)c1cccc(NC(=O)Cc2ccc(NC(=O)C3CCCN(C(=O)C4CCCCC4)C3)cc2)c1)C1CCC1` (configuration not stated) gave HIF-2a inh 9, CF NFkB block 8, NR2E3 ag-1 9, PDI inh -7, KKLEB tox 2, MITF TRPM1 inh 18, Peg3 prom inh -2, CaV13 ICDI inh -5, Shn3 inh set2 16 and Vif imaging 4.
Screening CC(C)CNC(=O)CN(C1CCCCC1)S(=O)(=O)c1ccccc1 returned HIF-2a inh 17, CF NFkB block -6, NR2E3 ag-1 15, PDI inh -4, KKLEB tox 12, MITF TRPM1 inh -9, Peg3 prom inh 13, Shn3 inh set2 15 and NR2E3 ag-2 3.

The list goes on.
CCOC(=O)C1=C(C)N(c2ccc(OC)cc2)C(=O)/C1=C\c1ccc(O)c(OCC)c1 was read as HIF-2a inh 21, CF NFkB block 8, NR2E3 ag-1 3, PDI inh 1, KKLEB tox -2, MITF TRPM1 inh 0, Peg3 prom inh 4, CaV13 ICDI inh -7, Shn3 inh set2 -7, NR2E3 ag-2 0 and Vif imaging 30.
CCOC(=O)CC1(c2ccc(OC)c(OC)c2)C(=O)c2ccccc2C1=O was read as HIF-2a inh 20, CF NFkB block 0, NR2E3 ag-1 -5, PDI inh -6, KKLEB tox -11, MITF TRPM1 inh 5, Peg3 prom inh 14, CaV13 ICDI inh -4, Shn3 inh set2 -5, NR2E3 ag-2 -2 and Vif imaging -6.
`CC(C)(C)c1ccc(OCc2nc(-c3ccccn3)no2)c(Br)c1` gave HIF-2a inh -228, CF NFkB block -2, NR2E3 ag-1 -76, PDI inh -5, KKLEB tox -8, MITF TRPM1 inh -85, Peg3 prom inh -279, Shn3 inh set2 -114, NR2E3 ag-2 4 and Vif imaging -3.
CCCn1c(C)nc2c(c1=O)c1nc3ccccc3nc1n2CCC1=CCCCC1 was read as HIF-2a inh -34, CF NFkB block -12, NR2E3 ag-1 -56, PDI inh 2, KKLEB tox -6, MITF TRPM1 inh 12, Peg3 prom inh 16, CaV13 ICDI inh -7, Shn3 inh set2 18, NR2E3 ag-2 1 and Vif imaging -25.
`COC(=O)C(NC(=O)c1ccccc1)(Nc1nccs1)C(F)(F)F` (configuration not stated) gave HIF-2a inh 8, CF NFkB block 10, NR2E3 ag-1 -16, PDI inh -3, KKLEB tox -5, MITF TRPM1 inh -1, Peg3 prom inh 0, Shn3 inh set2 -1, NR2E3 ag-2 0 and Vif imaging -5.
`CC(C)NC(=O)CC(=O)N/N=C/c1cccs1` gave HIF-2a inh 6, CF NFkB block 9, NR2E3 ag-1 -23, PDI inh 0, KKLEB tox 6, MITF TRPM1 inh -7, Peg3 prom inh 14, CaV13 ICDI inh -4, Shn3 inh set2 -31, NR2E3 ag-2 3 and Vif imaging 9.
For CNc1nc(N)c([N+](=O)[O-])c(NCC2CCCO2)n1 (configuration not stated) the results were HIF-2a inh 9, CF NFkB block 24, NR2E3 ag-1 -17, PDI inh -2, KKLEB tox -6, MITF TRPM1 inh 3, Peg3 prom inh -3, CaV13 ICDI inh 2, Shn3 inh set2 35, NR2E3 ag-2 3 and Vif imaging 2.
`CC(C)(C)c1ccc(CN2C(=O)CSC2=O)cc1` gave HIF-2a inh 19, CF NFkB block 8, NR2E3 ag-1 -18, PDI inh 3, KKLEB tox -8, MITF TRPM1 inh -2, Peg3 prom inh 8, CaV13 ICDI inh -6, Shn3 inh set2 17, NR2E3 ag-2 0 and Vif imaging 1.
For NCCCNC(=O)Cn1c(=O)c2c3c(sc2n(Cc2ccccc2)c1=O)CCCC3 the results were HIF-2a inh 25, CF NFkB block -4, NR2E3 ag-1 -11, PDI inh -2, KKLEB tox 0, MITF TRPM1 inh 8, Peg3 prom inh 24, CaV13 ICDI inh -2, Shn3 inh set2 11 and Vif imaging -5.
O=C(NCC1CCCO1)c1nn2c(C(F)(F)F)cc(-c3cccs3)nc2c1Br (configuration not stated) was read as HIF-2a inh 5, CF NFkB block 3, NR2E3 ag-1 -10, PDI inh 11, KKLEB tox -10, MITF TRPM1 inh -19, Peg3 prom inh -5, CaV13 ICDI inh -3, Shn3 inh set2 -19, NR2E3 ag-2 1 and Vif imaging -9.
For COc1ccc(C(=O)OCC(=O)Nc2c(C)cccc2C)c(OC)c1OC the results were HIF-2a inh 12, CF NFkB block 11, NR2E3 ag-1 -14, PDI inh -5, KKLEB tox -7, MITF TRPM1 inh 3, Peg3 prom inh 8, CaV13 ICDI inh -4, Shn3 inh set2 2, NR2E3 ag-2 1 and Vif imaging 0.
For CNC(=S)N/N=C1\C(=O)c2cccc3cccc1c23 the results were HIF-2a inh -38, CF NFkB block -85, NR2E3 ag-1 -6, PDI inh -7, KKLEB tox -1, MITF TRPM1 inh 7, Peg3 prom inh -41, Shn3 inh set2 -58 and NR2E3 ag-2 -3.
`O=C(COC(=O)c1ccc(S(=O)(=O)NCc2ccco2)cc1)NC1CCCCCC1` gave HIF-2a inh 8, CF NFkB block 23, NR2E3 ag-1 -10, PDI inh 1, KKLEB tox -4, MITF TRPM1 inh 5, Peg3 prom inh -5, CaV13 ICDI inh -8, Shn3 inh set2 15, NR2E3 ag-2 0 and Vif imaging 8.
`COC(=O)C1(S(=O)(=O)c2cccc3nsnc23)CC1` gave HIF-2a inh 0, CF NFkB block 2, NR2E3 ag-1 -3, PDI inh 11, KKLEB tox 1, MITF TRPM1 inh 4, Peg3 prom inh 16, Shn3 inh set2 -7, NR2E3 ag-2 2 and Vif imaging 15.
OC(COCC1COc2ccccc2O1)CN1CCN(c2ccccc2F)CC1 (configuration not stated) was read as HIF-2a inh 14, CF NFkB block -1, NR2E3 ag-1 -13, PDI inh -5, KKLEB tox 0, MITF TRPM1 inh -1, Peg3 prom inh 17, CaV13 ICDI inh 0, Shn3 inh set2 -1, NR2E3 ag-2 2 and Vif imaging -9.
CC(C)(C)OC(=O)NCc1ccc(CNC(=O)c2nc[nH]c2C(=O)NCc2ccc(CNC(=O)OC(C)(C)C)cc2)cc1 was read as HIF-2a inh 14, CF NFkB block 1, NR2E3 ag-1 3, PDI inh 21, KKLEB tox 23, MITF TRPM1 inh 29, Peg3 prom inh 26, CaV13 ICDI inh -5, Shn3 inh set2 87* and Vif imaging -5.

High-throughput results (PubChem)
